INS-1E rescue: preserves ATP levels in cytokine-treated INS-1E cells | INS-1E cytokine-induced death, ATP luminescence, 48 h; normalised: neutral wells 0, positive control 100 | protection from cytokine-induced ATP loss, % at 10 µM | actives 0.1% (n = 20,000) | AID 488910;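 active means mean replicate protection from cytokine-induced ATP loss at least 50% and at least 75% of replicates each reaching 50%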
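Test system: INS-1E rat cells | Quantity: 8000 cells per well | Medium: Phenol-red-free RPMI with 5% fetal bovine serum | Reagent: Cytokine cocktail of IFN-γ, TNF-α and IL-1β | Doses: One compound concentration, pin transfer | Timing: 48 h co-treatment, 10 min post-lysis read | Technique: Luminescent ATP assay (CellTiter-Glo)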
T cruzi intra: blocks T. cruzi growth inside host cells | intracellular Trypanosoma cruzi in host cells, plate reader | activity score (inhibition), % at 5.01 µM | actives 4.9% (n = 22,000); in the data active means activity score above about 55%;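 further: parasites and compound incubated about four days before reading; 0% = median of neutral control wells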
The depositor's hits bear a star; . = not tested or not shown.

SMILES | INS-1E rescue | T cruzi intra
CC(C)NC(=O)N(C)C[C@@H]1Oc2c(NC(=O)c3nc4ccccc4s3)cccc2C(=O)N([C@@H](C)CO)C[C@@H]1C | -3 | 22
C[C@@H]1CN([C@H](C)CO)C(=O)Cc2cc(NS(C)(=O)=O)ccc2O[C@H]1CN(C)C(=O)Nc1ccc(F)cc1 | -4 | -15
CC(C)NC(=O)Nc1ccc2c(c1)C(=O)N([C@@H](C)CO)C[C@H](C)[C@H](CN(C)S(=O)(=O)c1ccc(Cl)cc1)O2 | 0 | -2
C[C@H](CO)N1C[C@H](C)[C@H](CN(C)S(=O)(=O)c2ccccc2)Oc2ccc(NS(C)(=O)=O)cc2CC1=O | 3 | -4
COc1ccc(NC(=O)Nc2cccc3c2O[C@H](CN(C)Cc2ccncc2)[C@H](C)CN([C@H](C)CO)C3=O)cc1 | 12 | 24
COc1ccc(S(=O)(=O)N(C)C[C@@H]2Oc3ccc(NC(=O)C4CC4)cc3C(=O)N([C@@H](C)CO)C[C@H]2C)cc1 | 2 | -17
C[C@H](CO)N1C[C@H](C)[C@H](CN(C)C(=O)Nc2ccc(F)cc2)Oc2c(NC(=O)Nc3ccc(C(F)(F)F)cc3)cccc2C1=O | -5 | 40
C[C@@H]1CN([C@H](C)CO)C(=O)c2cc(NC(=O)Cc3cn(C)c4ccccc34)ccc2O[C@H]1CN(C)Cc1ccc(-c2ccccc2)cc1 | -10 | 13
Cc1ccc(O)c(/C=N/NC(=O)CCCCCC(=O)O)c1 | -8 | 1
C[C@H]1CN([C@@H](C)CO)C(=O)Cc2cc(NC(=O)Nc3ccc(F)cc3)ccc2O[C@H]1CN(C)C(=O)Nc1ccc2c(c1)OCO2 | 3 | -5
CC(C)NC(=O)N(C)C[C@@H]1Oc2ccc(NC(=O)CCCN(C)C)cc2C(=O)N([C@@H](C)CO)C[C@@H]1C | 5 | -11
CNC[C@@H]1Oc2c(NC(=O)Nc3ccc(F)cc3)cccc2C(=O)N([C@H](C)CO)C[C@H]1C | 9 | -34
Cc1ccc(S(=O)(=O)Nc2ccc3c(c2)C(=O)N([C@H](C)CO)C[C@H](C)[C@@H](CN(C)C(=O)Nc2ccc(C(F)(F)F)cc2)OCCCC[C@@H](C)O3)cc1 | -16 | 75*
CC(C)NC(=O)N(C)C[C@H]1Oc2ccc(NC(=O)Cc3cn(C)c4ccccc34)cc2CC(=O)N([C@@H](C)CO)C[C@H]1C | 13 | -13
Cc1ccc(S(=O)(=O)N(C)C[C@@H]2Oc3ncc(/C=C/c4ccccc4)cc3C(=O)N([C@H](C)CO)C[C@@H]2C)cc1 | . | 54
C[C@@H]1CN([C@@H](C)CO)C(=O)c2cc(NS(=O)(=O)c3cccs3)ccc2O[C@H]1CN(C)C(=O)Nc1cccc2ccccc12 | 4 | -26
C[C@@H]1CCCCO[C@@H](CN(C)S(=O)(=O)c2ccc(F)cc2)[C@@H](C)CN([C@H](C)CO)C(=O)c2cc(NC(=O)c3ccncc3)ccc2O1 | 3 | -16
C[C@H]1CN([C@@H](C)CO)C(=O)c2cc(NC(=O)Nc3ccc(F)cc3)ccc2O[C@H]1CN(C)Cc1ccccc1 | -8 | 2
COc1ccc(/C=N/NC(=O)c2ccccc2O)cc1Br | -16 | -21
C[C@@H]1CN([C@H](C)CO)C(=O)c2cc(NC(=O)CCC(F)(F)F)ccc2O[C@H]1CN(C)S(=O)(=O)c1ccc(F)cc1 | . | 2
Cc1ccc(S(=O)(=O)N(C)C[C@H]2Oc3ccc(NC(=O)Cn4cnnn4)cc3C(=O)N([C@@H](C)CO)C[C@H]2C)cc1 | -4 | -2
C[C@@H]1CN([C@H](C)CO)C(=O)Cc2cc(NC(=O)Nc3ccccc3)ccc2O[C@H]1CN(C)C(=O)Nc1ccc(F)cc1 | 4 | -2
COc1ccc(NC(=O)Nc2cccc3c2O[C@@H](CN(C)C(=O)Nc2c(C)noc2C)[C@@H](C)CN([C@@H](C)CO)C3=O)cc1 | 9 | -16
COc1ccc(NC(=O)N(C)C[C@H]2Oc3ccc(NS(=O)(=O)c4c(C)noc4C)cc3C(=O)N([C@@H](C)CO)C[C@H]2C)cc1 | -4 | -10
C[C@H](CO)N1C[C@H](C)[C@H](CN(C)C(=O)Nc2ccc(F)cc2)Oc2ccc(NC(=O)C3CC3)cc2CC1=O | -5 | -21
C[C@@H]1CN([C@H](C)CO)C(=O)c2cccc(NC(=O)c3ccc(-c4nccs4)cc3)c2O[C@@H]1CN(C)C(=O)Nc1ccc(C(F)(F)F)cc1 | -60 | 38
C[C@@H]1CN([C@@H](C)CO)C(=O)c2cc(NC(=O)Nc3ccc4c(c3)OCO4)ccc2O[C@H]1CN(C)Cc1ccc(C(=O)O)cc1 | 9 | -2
C[C@H]1CN([C@@H](C)CO)C(=O)c2cccc(NS(C)(=O)=O)c2O[C@@H]1CN(C)C | 7 | -16
C[C@H]1CN([C@@H](C)CO)C(=O)Cc2cc(NC(=O)CCN3CCOCC3)ccc2O[C@H]1CN(C)Cc1ccc(-c2ccccc2)cc1 | 1 | -18
C[C@@H]1CN([C@H](C)CO)C(=O)Cc2cc(NS(C)(=O)=O)ccc2O[C@@H]1CN(C)CC1CC1 | -1 | -14
C[C@@H]1CN([C@@H](C)CO)C(=O)c2cc(NC(=O)CCC(F)(F)F)ccc2O[C@H]1CN(C)Cc1ccc(C(F)(F)F)cc1 | -3 | -17
C[C@H](CO)N1C[C@H](C)[C@H](CN(C)C(=O)Nc2ccc(F)cc2)Oc2ccc(NS(=O)(=O)c3ccccc3)cc2CC1=O | 15 | 3
C[C@H](CO)N1C[C@H](C)[C@H](CN(C)C(=O)Nc2cccc3ccccc23)Oc2ncc(Br)cc2C1=O | . | 13
COC(=O)N(C)C[C@@H]1OCc2cn(nn2)CCCC(=O)N([C@H](C)CO)C[C@@H]1C | . | -19
C[C@@H]1CN([C@@H](C)CO)C(=O)c2cc(NS(=O)(=O)c3ccccc3)ccc2O[C@H]1CN(C)Cc1ccc(-c2ccccc2)cc1 | -20 | -9
C[C@@H]1CN([C@H](C)CO)C(=O)c2cc(NC(=O)Cc3cn(C)c4ccccc34)ccc2O[C@@H]1CN(C)CC1CCCCC1 | -1 | 31
C[C@H](CO)N1C[C@H](C)[C@@H](CN(C)S(C)(=O)=O)Oc2c(NC(=O)Nc3ccc(C(F)(F)F)cc3)cccc2C1=O | 4 | 7
COc1ccc(NC(=O)N(C)C[C@H]2Oc3c(NC(=O)CCCCCC(=O)Nc4ccccc4N)cccc3C(=O)N([C@H](C)CO)C[C@@H]2C)cc1 | -8 | -50
C[C@H](CO)N1C[C@H](C)[C@H](CN(C)S(=O)(=O)c2ccc(F)cc2)Oc2c(NC(=O)Nc3ccc(C(F)(F)F)cc3)cccc2C1=O | 3 | -9
C[C@@H]1CN([C@@H](C)CO)C(=O)CCCn2cc(nn2)CO[C@H]1CN(C)S(=O)(=O)c1ccc(Oc2ccccc2)cc1 | 1 | -15
C[C@H]1CN([C@@H](C)CO)C(=O)c2cccc(NC(=O)Nc3ccc(F)cc3)c2O[C@H]1CN(C)S(=O)(=O)c1cn(C)cn1 | 6 | -10
C[C@@H]1CN([C@H](C)CO)C(=O)c2cccc(NC(=O)Nc3ccc(C(F)(F)F)cc3)c2O[C@H]1CN(C)S(=O)(=O)c1cccs1 | -29 | 20
C[C@@H]1CN([C@@H](C)CO)C(=O)c2cccc(NS(=O)(=O)c3ccc(Cl)cc3)c2O[C@@H]1CN(C)Cc1ccc(C(F)(F)F)cc1 | -19 | 51
C[C@@H]1CN([C@@H](C)CO)C(=O)c2cccc(NC(=O)Nc3ccc(F)cc3)c2O[C@H]1CN(C)S(=O)(=O)c1ccc(F)cc1 | 30 | -11
C[C@H]1CN([C@@H](C)CO)C(=O)Cc2cc(NC(=O)NC3CCCCC3)ccc2O[C@H]1CN(C)C(=O)Nc1ccc(C(F)(F)F)cc1 | -22 | -5
C[C@H]1CN([C@@H](C)CO)C(=O)c2cccc(NC(=O)C3CCCCC3)c2O[C@H]1CN(C)CC1CCCCC1 | -9 | 3
Cc1ccc(S(=O)(=O)N(C)C[C@H]2Oc3c(NC(=O)Nc4ccccc4)cccc3C(=O)N([C@H](C)CO)C[C@@H]2C)cc1 | -1 | -2
C[C@H]1CN([C@@H](C)CO)C(=O)Cc2cc(NC(=O)Nc3ccc4c(c3)OCO4)ccc2O[C@@H]1CN(C)C(=O)Nc1cccc2ccccc12 | 16 | -19
COc1ccc(S(=O)(=O)Nc2ccc3c(c2)C(=O)N([C@@H](C)CO)C[C@@H](C)[C@@H](CN(C)C(=O)Nc2cccc4ccccc24)O3)cc1 | 3 | 0
C[C@@H]1CN([C@H](C)CO)C(=O)Cc2cc(NS(C)(=O)=O)ccc2O[C@@H]1CN(C)C(=O)Nc1ccc(C(F)(F)F)cc1 | -3 | -1
C[C@@H]1CN([C@@H](C)CO)C(=O)c2cc(NC(=O)CCCN(C)C)ccc2O[C@H]1CN(C)S(=O)(=O)c1ccc(Cl)cc1 | 6 | 21
COc1ccc(NC(=O)Nc2ccc3c(c2)C(=O)N([C@H](C)CO)C[C@H](C)[C@H](CN(C)Cc2ccc(-c4ccccc4)cc2)O3)cc1 | . | 2
C[C@@H]1CN([C@@H](C)CO)C(=O)CCCn2nncc2CO[C@@H]1CN(C)Cc1cccc(C(=O)O)c1 | . | -26
C[C@H]1CN([C@@H](C)CO)C(=O)c2cc(NC(=O)CCCCCC(=O)Nc3ccccc3N)ccc2O[C@@H]1CN(C)S(=O)(=O)c1ccc(F)cc1 | 6 | 5
Cc1noc(C)c1S(=O)(=O)N(C)C[C@@H]1Oc2ccc(NC(=O)Cc3ccccc3)cc2CC(=O)N([C@H](C)CO)C[C@@H]1C | 0 | 1
Cc1ccc(S(=O)(=O)Nc2cccc3c2O[C@H](CN(C)Cc2ccc4c(c2)OCO4)[C@H](C)CN([C@H](C)CO)C3=O)cc1 | -3 | 46
C[C@@H]1CCCCO[C@@H](CN(C)C(=O)C2CCCCC2)[C@@H](C)CN([C@H](C)CO)C(=O)c2cc(NC(=O)NC3CCCCC3)ccc2O1 | 2 | -5
C[C@@H]1CN([C@@H](C)CO)C(=O)c2cccc(NC(=O)NC3CCCCC3)c2O[C@H]1CN(C)S(=O)(=O)c1cn(C)cn1 | 12 | 6
CC(C)NC(=O)Nc1cccc2c1O[C@@H](CN(C)C(=O)Nc1ccc3c(c1)OCO3)[C@H](C)CN([C@H](C)CO)C2=O | 9 | -7
C[C@@H]1CN([C@@H](C)CO)C(=O)c2cc(NC(=O)Nc3ccccc3)ccc2O[C@@H]1CN(C)CC1CCCCC1 | . | 14
(continued)
SMILES | INS-1E rescue | T cruzi intra
C[C@H](CO)N1C[C@H](C)[C@H](CN(C)S(=O)(=O)c2ccc(F)cc2)Oc2ccc(NC(=O)Cc3cn(C)c4ccccc34)cc2C1=O | . | 28
CC(C)NC(=O)Nc1ccc2c(c1)CC(=O)N([C@@H](C)CO)C[C@H](C)[C@@H](CN(C)S(=O)(=O)c1cn(C)cn1)O2 | 24 | -24
C[C@@H]1CN([C@H](C)CO)C(=O)c2cccc(NC(=O)c3nc4ccccc4s3)c2O[C@@H]1CN(C)S(=O)(=O)c1ccc(Cl)cc1 | -19 | 43
C[C@H]1CN([C@@H](C)CO)C(=O)Cc2cc(NS(=O)(=O)c3cn(C)cn3)ccc2O[C@H]1CN(C)S(=O)(=O)c1cccs1 | 3 | -10
C[C@H]1CN([C@@H](C)CO)C(=O)Cc2cc(NS(=O)(=O)c3ccc(Cl)cc3)ccc2O[C@@H]1CN(C)C(=O)Nc1cccc2ccccc12 | 4 | -5
C[C@@H]1CN([C@@H](C)CO)C(=O)Cc2cc(NS(=O)(=O)c3cccs3)ccc2O[C@@H]1CN(C)S(C)(=O)=O | 11 | -14
C[C@H]1CN([C@@H](C)CO)C(=O)CCCn2cc(nn2)CO[C@@H]1CN(C)C(=O)NC1CCCCC1 | . | -18
Cc1noc(C)c1NC(=O)Nc1ccc2c(c1)CC(=O)N([C@@H](C)CO)C[C@H](C)[C@@H](CN(C)C(=O)NC1CCCCC1)O2 | 7 | -12

Of the compounds above, eight contain an aryl methoxy group:
SMILES | INS-1E rescue | T cruzi intra
COc1ccc(NC(=O)Nc2cccc3c2O[C@H](CN(C)Cc2ccncc2)[C@H](C)CN([C@H](C)CO)C3=O)cc1 | 12 | 24
COc1ccc(S(=O)(=O)N(C)C[C@@H]2Oc3ccc(NC(=O)C4CC4)cc3C(=O)N([C@@H](C)CO)C[C@H]2C)cc1 | 2 | -17
COc1ccc(/C=N/NC(=O)c2ccccc2O)cc1Br | -16 | -21
COc1ccc(NC(=O)Nc2cccc3c2O[C@@H](CN(C)C(=O)Nc2c(C)noc2C)[C@@H](C)CN([C@@H](C)CO)C3=O)cc1 | 9 | -16
COc1ccc(NC(=O)N(C)C[C@H]2Oc3ccc(NS(=O)(=O)c4c(C)noc4C)cc3C(=O)N([C@@H](C)CO)C[C@H]2C)cc1 | -4 | -10
COc1ccc(NC(=O)N(C)C[C@H]2Oc3c(NC(=O)CCCCCC(=O)Nc4ccccc4N)cccc3C(=O)N([C@H](C)CO)C[C@@H]2C)cc1 | -8 | -50
COc1ccc(S(=O)(=O)Nc2ccc3c(c2)C(=O)N([C@@H](C)CO)C[C@@H](C)[C@@H](CN(C)C(=O)Nc2cccc4ccccc24)O3)cc1 | 3 | 0
COc1ccc(NC(=O)Nc2ccc3c(c2)C(=O)N([C@H](C)CO)C[C@H](C)[C@H](CN(C)Cc2ccc(-c4ccccc4)cc2)O3)cc1 | . | 2

Screens from PubChem.

Hits appear at their usual frequency; any-hit rate near 4.8%.
